FEN1 inhibitor = human FEN1 inhibition; P39748; Recombinant FEN1 flap cleavage, fluorescence, 15 min; Potency, µM (series often up to 114 µM), for the others: at the highest dose activity change, negative = inhibition, hits mostly inhibitors; actives 0.35% (n = 390,000); note: nearly all actives have a fitted effect of over 65% in size
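FEN1 at 10 nM, compound pretreatment for 15 min (room temperature), 50 nM final substrate to initiate; endpoint reads at 0 and 15 min; DMSO-only plates used as vehicle background.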
KAT2A inh = blocks human GCN5L2 histone acetyltransferase; GCN5L2 HAT assay, ThioGlo1 CoA-SH fluorescence; Potency, µM (titrated, usually from 58.9 µM), inactives show at the top dose activity change, negative = inhibition, most hits filed as inhibitors; actives 0.21% (n = 390,000); AID 504327; Q92830
Target sequence (Q92830 whole entry, looked up): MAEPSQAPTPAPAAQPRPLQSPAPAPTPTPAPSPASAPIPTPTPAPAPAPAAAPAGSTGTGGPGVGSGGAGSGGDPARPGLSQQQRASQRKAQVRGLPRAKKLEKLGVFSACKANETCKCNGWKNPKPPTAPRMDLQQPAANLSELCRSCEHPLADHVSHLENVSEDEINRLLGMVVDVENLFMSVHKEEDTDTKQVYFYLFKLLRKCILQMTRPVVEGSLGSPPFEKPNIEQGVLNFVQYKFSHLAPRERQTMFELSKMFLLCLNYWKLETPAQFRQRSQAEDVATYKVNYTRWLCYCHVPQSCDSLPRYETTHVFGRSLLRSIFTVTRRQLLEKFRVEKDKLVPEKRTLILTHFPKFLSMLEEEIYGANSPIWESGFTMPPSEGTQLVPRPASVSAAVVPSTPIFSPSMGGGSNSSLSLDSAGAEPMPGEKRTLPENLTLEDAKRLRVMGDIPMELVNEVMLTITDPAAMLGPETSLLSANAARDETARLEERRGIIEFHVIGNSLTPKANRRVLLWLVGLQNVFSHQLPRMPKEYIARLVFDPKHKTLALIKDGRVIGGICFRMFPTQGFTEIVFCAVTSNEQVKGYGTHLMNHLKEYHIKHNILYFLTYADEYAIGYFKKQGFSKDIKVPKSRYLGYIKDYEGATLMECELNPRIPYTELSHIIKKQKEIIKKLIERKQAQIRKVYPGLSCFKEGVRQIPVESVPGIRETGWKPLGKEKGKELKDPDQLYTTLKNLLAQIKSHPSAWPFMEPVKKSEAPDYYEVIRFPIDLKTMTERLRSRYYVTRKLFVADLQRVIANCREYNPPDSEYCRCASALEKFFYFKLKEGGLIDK
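Compounds, pin-transferred from DMSO stocks, meet 20nM GCN5L2 for 15 min before the reaction begins with H3(1-25) peptide (75uM) and acetyl-CoA (70uM). Thiol-reactive ThioGlo1 reports CoA release over 20 min at room temperature.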
N370S GC mod = inhibits or activates N370S mutant glucocerebrosidase; Potency, µM (titrated, usually from 59.4 µM), inactives show top-dose activity change, negative = inhibition, actives largely listed as inhibitors; P04062; N370S GC spleen homogenate, 4MU-glucoside fluorescence; actives 0.092% (n = 330,000);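 note: 0% = full enzyme activity and -100% = no enzyme basal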
Active calls of the source: *; ? = inconclusive; / = no result given; & = joins results of further samples; [ ] = another dose, or the depositor's remark. Calls come from the whole dose curve; as a rule, active = well fitted curve in the direction sought with a large enough effect; inconclusive = small, poorly fitted or top-dose-only effect, or another doubt; inactive = no such curve, though single readings can be large; an effect the other way counts as inactive or inconclusive. Unless noted, % is set by controls: 0 for no effect and ±100 for the full control effect; potency is the fitted concentration of half-maximal effect.

SMILES	FEN1 inhibitor	KAT2A inh	N370S GC mod
COc1ccc(CCNS(=O)(=O)c2cccc([N+](=O)[O-])c2)cc1OC	-3%	-3%	-2%
COc1cc(C)c(C(=O)Oc2cc(C)c(C(=O)O)c(O)c2C)c(O)c1C(=O)O	-12%	-12%	2%
CCCNC(=O)C12CCC(C)(c3nc4cc(C)c(C)cc4nc31)C2(C)C (stereo not drawn)	7%	-6%	20%
COc1ccc2ccc(O)c(CN(C)CC(=O)Nc3ccccc3C(F)(F)F)c2c1	?	-7%	-13%
Cc1oc(-c2ccc(C(=O)NCc3ccccc3Cl)cc2)nc1CN1CCc2ccccc21	-11%	-1%	/
COc1ccc(Cn2c(O)c(C=Nc3ccc(C)cc3)c3ccccc3c2=O)cc1	-5%	0%	6%
Cc1ccc2c(c1)-c1c(ssc1=S)C(C)(C)N2C(=O)c1ccco1	12%	-14%	6%
COc1ccccc1NC(=O)C(Cc1ccccc1)NS(=O)(=O)c1ccc2c(c1)c(=O)n(C)c(=O)n2C (stereo not drawn)	9%	-4%	/
CCC1CCCCN1CCCNC(=O)Cn1ncc2c([nH]c3ccc(C)cc32)c1=O (stereo not drawn)	-9%	-2%	4%
COc1ccc(C(=O)Nc2ccc(N3CCN(C)CC3)cc2)cc1[N+](=O)[O-]	3%	-12%	-7%
O=C(COc1coc(CN2CCN(Cc3ccccc3)CC2)cc1=O)Nc1ccccc1	0%	-19%	-5%
COc1cc(OC)c(NC(=O)Cn2cnc3sc(C)c(S(=O)(=O)N4CCC(C)CC4)c3c2=O)cc1Cl	13%	-1%	/
CC(Sc1nnc(-c2cc3ccccc3o2)n1-c1ccccc1)C(=O)O (stereo not drawn)	2%	-3%	1%
COc1ccc(SC[C@H](Cc2ccccc2)N2CC[C@@H](O)CCC2=O)cc1	-16%&18%	-3%	/
CC1CC1C(=O)OCC(=O)Nc1ccc(S(=O)(=O)N2CCOCC2)cc1 (stereo not drawn)	-6%	-2%	/
CC1(c2ccccc2)NC(=O)N(CC(=O)Nc2ccc(N3CCOCC3)cc2N2CCOCC2)C1=O (stereo not drawn)	0%	2%	-12%
CCC(C)C(=O)Nc1nnc(SCC(=O)NC2CCCC2)s1 (stereo not drawn)	5%	0%	-6%
CCC(=O)Nc1c2c(nn1-c1cccc(Cl)c1)CS(=O)(=O)C2	21%	0%	0%
O=c1c(-c2ccnn2-c2ccccc2F)cnc2n1CCS2	-7%	1%	3%
O=C(CCC(=O)c1cccs1)NNC(=O)c1ccc(Cl)cc1	0%	0%	/
CCN(CC)c1ccc(NC(=O)COC(=O)COc2ccccc2[N+](=O)[O-])cc1	6%	-6%	5%
Cc1nnc(-c2ccc(Oc3ccc(Br)cc3)c([N+](=O)[O-])c2)o1	32%	-4%	5%
CCOc1cc(OCC)cc(C(=O)Nc2cccnc2)c1	4%	-2%	-1%
Cc1cc(C)nc(N2CCCC(C(=O)NCc3cccc(C(F)(F)F)c3)C2)n1 (stereo not drawn)	-1%	1%	5%[2.35 µM]
COc1ccccc1CNC(=O)C(=O)NCC1CCCO1 (stereo not drawn)	-1%	3%	6%
Cc1ccc(N2CC(C)Cn3c2nc2c3c(=O)[nH]c(=O)n2C)cc1 (stereo not drawn)	17%	-1%	-5%
Cc1cccc(N2CCN(C(=O)c3ccc(CS(=O)Cc4ccc(Cl)cc4)o3)CC2)c1C (stereo not drawn)	-18%	?	4%
CCOc1ccccc1NC(=O)CN1CCC(NC(=O)c2ccccc2C)CC1	14%	4%	-14%
Cc1ccc2c(N)c(C#N)sc2n1	-6%	3%	1%
COC(=O)C1=C(C)N(Cc2ccccc2)C(=NCc2cc(OC)c(OC)c(OC)c2)N[C@H]1c1ccccc1	4%	-2%&-9%	0%&1%

Reformatted with two lines to a compound: part of the list above
Order of results – FEN1 inhibitor	KAT2A inh	N370S GC mod
- Cc1cc(C)nc(N2CCCC(C(=O)NCc3cccc(C(F)(F)F)c3)C2)n1 (stereo not drawn)
→ -1%	1%	5%[2.35 µM]
- CCOc1ccccc1NC(=O)CN1CCC(NC(=O)c2ccccc2C)CC1
→ 14%	4%	-14%
- COc1ccccc1CNC(=O)C(=O)NCC1CCCO1 (stereo not drawn)
→ -1%	3%	6%
- Cc1cccc(N2CCN(C(=O)c3ccc(CS(=O)Cc4ccc(Cl)cc4)o3)CC2)c1C (stereo not drawn)
→ -18%	?	4%
- CCN(CC)c1ccc(NC(=O)COC(=O)COc2ccccc2[N+](=O)[O-])cc1
→ 6%	-6%	5%
- Cc1ccc(N2CC(C)Cn3c2nc2c3c(=O)[nH]c(=O)n2C)cc1 (stereo not drawn)
→ 17%	-1%	-5%
- Cc1nnc(-c2ccc(Oc3ccc(Br)cc3)c([N+](=O)[O-])c2)o1
→ 32%	-4%	5%

Other records.
SMILES	FEN1 inhibitor	KAT2A inh	N370S GC mod
COc1cc(=O)n(C)c2c(O)cccc12	-14%	2%	-2%
O=C(CC1N=C2c3ccccc3N=C(SCc3ccc(Cl)cc3)N2C1=O)NCc1ccco1 (stereo not drawn)	-14%	-9%	-7%
Cc1ccc(S(=O)(=O)n2cnc3cc([N+](=O)[O-])ccc32)c(C)c1C	-11%	1%	-12%
CC(C)(C)c1ccc(-c2nnc(SCCC#N)n2C2CCCC2)cc1	-5%	-5%	4%
COc1ccc(OC)c(S(=O)(=O)NC2CC2)c1	19%	12%	-6%
CCC(=O)C1=C(c2ccccc2)N(C(=O)CC)n2c(nnc2-c2ccccc2)S1	-8%	-9%	/
CC(=O)c1ccc(NC(=O)C2CCCC2)cc1	14%	0%	-5%
O=C(COC(=O)C1CC1)Nc1ccc(Oc2ccccc2)cc1	-3%	-5%	-2%
O=S(=O)(c1cccc2cccnc12)N1CCOCC1	-7%	1%	10%
CCN(Cc1ccccc1)Cc1cc(OC)cc(OC)c1	-6%	-5%	-15%[2.35 µM]
CCCn1cnc2cc(NC(=O)c3cc(OC)c(OC)c(OC)c3)ccc21	2%	-1%	/
O=C(O)c1ccc(CNCc2cccc(Cl)c2)cc1	1%	-5%	-4%
Cn1c2ccccc2c2cc(C(=O)O)ccc21	-7%	-8%	3%
COc1ccc(N/C(C)=C2/C(=O)C(=O)N(CCO)C2c2ccc(Br)cc2)cc1 (stereo not drawn)	-3%	-8%	3%[2.35 µM]
CC(C)c1csc(CN2CCC(N3CCC(C(=O)N4CCOCC4)CC3)CC2)n1	-6%	1%	-1%
CNC(=S)NNC(=O)c1sc(-c2cc(C)on2)nc1C	-8%	-6%	-11%
Cc1cccc(N2CCN(S(=O)(=O)c3ccc(-c4coc(C)n4)cc3)CC2C)c1 (stereo not drawn)	-1%	-10%	-17%
CC(C)c1ccc(NC(=S)Nc2ccc3cn[nH]c3c2)cc1	4%	-8%	14%
CCOC(=O)Cc1csc(N/N=C\c2ccc(N(C)C)cc2)n1	11%	-12%	0%
CCN(CC)CCOC(=O)c1ccc(N/C=C(/C#N)c2nc(-c3ccc(OC)c(OC)c3)cs2)cc1	?	-24%	-17%

As a short view, 3 of the compounds above.
SMILES	FEN1 inhibitor	KAT2A inh	N370S GC mod
CCCn1cnc2cc(NC(=O)c3cc(OC)c(OC)c(OC)c3)ccc21	2%	-1%	/
O=C(O)c1ccc(CNCc2cccc(Cl)c2)cc1	1%	-5%	-4%
Cn1c2ccccc2c2cc(C(=O)O)ccc21	-7%	-8%	3%

Continued:
SMILES	FEN1 inhibitor	KAT2A inh	N370S GC mod
O=C1OCCC1Sc1nnc(-c2ccc3c(c2)OCO3)n1-c1ccccc1 (stereo not drawn)	-10%	-7%	7%
N=C1/C(=C/c2ccco2)C(=O)N=C2SC(CC(=O)N3CCCC3)=NN12	-34%	-28%	-8%
Cc1ccc(O)c(N=Cc2ccc(C)s2)c1	0%	0%	-10%
CCC(C)NC(=O)CSc1nnc(-c2ccc(C)cc2)c(-c2ccc(C)cc2)n1 (stereo not drawn)	-14%	2%	/
Cc1n[nH]c(C)c1S(=O)(=O)N(C)Cc1ccco1	-7%	-9%	/
COc1cc(/C=C/C(=O)OCC(=O)Nc2cc(S(=O)(=O)N3CCOCC3)ccc2Cl)cc(OC)c1OC	1%	-11%	/
CCOC(=O)n1ccc(C(=O)Nc2ccccc2F)n1	8%	-6%	3%
CCOC(=O)c1c(NC(=O)c2ccc(S(=O)(=O)N(CC(C)C)CC(C)C)cc2)sc2c1CCN(CC)C2	-2%	-5%	/
CCn1c(C(=O)N2CCC(C(=O)N3CCN(c4ccccn4)CC3)CC2)cc2sccc21	-4%	-8%	-9%
O=C(CN(C(=O)c1csnn1)c1cccc(C(F)(F)F)c1)NC1CCCC1	-2%	-2%	-9%
c1ccc(CCNc2ncnc3c2nnn3Cc2ccccc2)cc1	-13%	1%	4%
CCC(=O)N1c2ccccc2CC1C(=O)NCc1ccc(N(C)C)cc1 (stereo not drawn)	20%	1%	/
COC(=O)c1ccc([C@H]2Nc3ccc(S(=O)(=O)Nc4ccc(F)cc4)cc3[C@H]3C=CC[C@H]32)cc1	-20%	-6%	/
O=C(Nc1ccc(NC(=O)C2CCCCC2)nc1)c1cccs1	8%	-4%	-1%
Cc1cccn2c(=O)c3cc(C#N)c(=O)n(-c4nnc(SCc5ccc(F)cc5)s4)c3nc12	9%	-6%	/
COc1ccc(NC(=O)CCc2nnc3n(Cc4ccccc4Cl)c(=O)c4ccccc4n23)cc1	-5%	-1%	/
CC(C)c1ccccc1-n1c(-c2cccnc2)n[nH]c1=S	-1%	-2%	-1%
O=C1CC(N(C(=O)c2ccco2)c2ccc(F)cc2)C(=O)N1c1ccc(F)cc1 (stereo not drawn)	-2%	-4%	5%
COc1ccccc1CNC(=O)CN1C(=O)N(C)C2(CCCCC2)C1=O	-3%	?	/
Cc1ccc(F)cc1NC(=O)CCC(=O)c1cccs1	-3%	-9%	-15%
CC1CC(C)CN(S(=O)(=O)CCNC(=O)c2ccccc2)C1 (stereo not drawn)	-1%	1%	1%
c1ccc(CSc2nnnn2-c2ccc3c(c2)OCCO3)nc1	0%	1%	-7%
COC(=O)c1ccc(OC(=O)CS(=O)c2ccccc2[N+](=O)[O-])cc1 (stereo not drawn)	-13%	-12%	-21%
Cc1ccccc1NC(=O)C(C)OC(=O)CCC(=O)N(CC(C)C)c1c(N)n(CC(C)C)c(=O)[nH]c1=O (stereo not drawn)	-3%	-4%	-8%
CN(c1ccccc1)S(=O)(=O)c1cccc(NC(=O)CN2C(=O)NC3(CCCC3)C2=O)c1	-1%	-3%	-5%
COc1ccc(C(=O)NC(Cn2ccnc2)C(C)(C)C)cc1OC1CCN(C(C)C)CC1 (stereo not drawn)	-2%	-1%	-7%
O=C(NC1CCCCC1)NC1CCN(S(=O)(=O)c2ccc3c(c2)OCCO3)CC1	-7%	0%	5%
COc1cc(O)ccc1-c1nc2ccc(Br)cn2c1Nc1ccccc1C	-2%	-12%	/
O=C(COc1ccccc1)Nc1ccc(N2CCN(C(=O)c3cccs3)CC2)cc1	-1%	2%	8%
COc1ccc(N2CC(C(=O)Nc3ccccc3-c3nc(-c4ccc(C)cc4)no3)CC2=O)cc1 (stereo not drawn)	-11%	-2%	/
Cc1ccccc1N1CCN(Cc2c(C#N)c3ccccc3n2C)CC1	-3%	1%	-1%
Clc1ccccc1-c1nccc(-n2ccnc2)n1	/	-29%	28%
CC(C)NS(=O)(=O)c1ccc(OCC(=O)Nc2ccc3c(c2)OCO3)cc1	-7%	0%	-7%
O=C(NC(=S)Nc1cc(S(=O)(=O)N2CCOCC2)ccc1N1CCOCC1)c1ccco1	13%	-5%	?
O=C(NCC1CCCO1)c1cc2nc(-c3ccco3)cc(C(F)(F)Cl)n2n1 (stereo not drawn)	16%	-4%	3%
CCc1cccc(C)c1NC(=S)N(CCCN1CCN(C)CC1)Cc1cccs1	12%	1%	5%
Cc1ccccc1NCC(=O)N/N=C/c1ccc([N+](=O)[O-])cc1	-3%	1%	16%
Cc1cc(NS(=O)(=O)c2ccc(NC(=O)COc3ccc(Cl)c(C)c3)cc2)no1	1%	-7%	-3%
CCc1ccc(CN2CCN(S(=O)(=O)Cc3ccccc3)CC2)cc1	-2%	-4%	-10%
CCOC(=O)CCN(Cc1cccs1)S(=O)(=O)c1ccc(F)cc1	3%	-5%	-16%
Cc1scc(C(=O)N/N=C/c2ccc(Cl)s2)c1C	1%	-1%	-9%
CCOC(=O)c1c(NC(=O)CSc2nccn2C)sc(C(=O)NC)c1C	0%	-3%	-17%
O=C(N/N=C/c1cccc(O)c1)c1cc2c(ccc3ccccc32)o1	4%	-4%	0%
C=C1CC[C@H](O)C/C1=C/C=C1\CCC[C@]2(C)[C@H]1CC[C@H]2[C@@H](C)/C=C\[C@@H](C)C(C)C	/	-14%[21.4 µM]	8%[21.6 µM]
CCc1ccc(CNC(=O)CSc2c3c(nc4ccc(Cl)cc24)CCCC3)cc1	4%	-3%	/
CCCOc1cccc(C(=O)N/N=C/c2ccoc2)c1	-16%	-13%	1%

Taken from above.
N370S GC mod result of CCOc1cc(OCC)cc(C(=O)Nc2cccnc2)c1 stands at -1%
N370S GC mod result of CCC(=O)Nc1c2c(nn1-c1cccc(Cl)c1)CS(=O)(=O)C2 stands at 0%
KAT2A inh result of O=c1c(-c2ccnn2-c2ccccc2F)cnc2n1CCS2 stands at 1%
KAT2A inh result of CC(=O)c1ccc(NC(=O)C2CCCC2)cc1 stands at 0%
N370S GC mod result of CCOC(=O)Cc1csc(N/N=C\c2ccc(N(C)C)cc2)n1 stands at 0%

Compound activity as filed in PubChem.
